KCNQ2 block: KCNQ2 channel blockers in CHO-K1 cells – cell-based, FluxOR thallium flux, B-score, primary screen (AID 2156) | B-score at 10 µM | 20 min; active compounds read low | O88943 | 310,000 tested, 1.1% active;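 active = fluorescence ratio B-score at most minus 3 library SDs, with starting brightness B-score within 2 library SDs, cut at about -5.5 in these data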
Target sequence (O88943 whole entry, looked up): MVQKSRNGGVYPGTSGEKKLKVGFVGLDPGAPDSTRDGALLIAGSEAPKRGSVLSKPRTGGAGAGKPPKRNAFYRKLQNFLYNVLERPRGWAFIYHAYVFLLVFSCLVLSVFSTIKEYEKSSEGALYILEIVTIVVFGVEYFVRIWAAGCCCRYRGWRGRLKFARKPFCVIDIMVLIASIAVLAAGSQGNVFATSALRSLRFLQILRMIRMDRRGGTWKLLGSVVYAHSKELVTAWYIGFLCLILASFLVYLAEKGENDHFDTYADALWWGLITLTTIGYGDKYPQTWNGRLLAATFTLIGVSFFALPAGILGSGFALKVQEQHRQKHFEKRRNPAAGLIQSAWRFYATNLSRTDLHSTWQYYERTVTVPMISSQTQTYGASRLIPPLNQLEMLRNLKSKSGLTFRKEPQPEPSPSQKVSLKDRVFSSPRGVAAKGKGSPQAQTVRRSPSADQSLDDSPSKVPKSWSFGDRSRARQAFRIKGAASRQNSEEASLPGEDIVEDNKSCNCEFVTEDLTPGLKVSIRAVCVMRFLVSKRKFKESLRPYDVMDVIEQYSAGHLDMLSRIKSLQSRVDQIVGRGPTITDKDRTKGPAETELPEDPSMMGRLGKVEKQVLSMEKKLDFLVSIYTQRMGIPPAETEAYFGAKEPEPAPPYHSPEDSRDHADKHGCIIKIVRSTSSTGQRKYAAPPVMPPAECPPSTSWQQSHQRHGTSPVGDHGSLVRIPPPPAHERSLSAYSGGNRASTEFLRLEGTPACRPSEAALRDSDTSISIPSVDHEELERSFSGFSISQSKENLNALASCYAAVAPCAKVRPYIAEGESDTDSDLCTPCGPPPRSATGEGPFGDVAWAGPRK
Kir21 block: blocks the mouse Kir2.1 inward-rectifier potassium channel; B-score at 10 µM; HEK293-Kir2.1, FluxOR thallium flux fluorescence; active compounds read low; AID 1672; 310,000 tested, 0.85% active; P35561;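 active = fluorescence ratio B-score at or below minus 3 SD of library scores, with starting-brightness B-score within 2 SD, cut at about -4.2 in these data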;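 note: channel flux triggered by added potassium and thallium sulfate stimulus; B-score of peak minus minimum fluorescence over baseline after thallium stimulus; more negative B-score means stronger Kir2.1 block with less thallium influx; some compounds called inactive have numbers as strong as hits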
Starred values were filed as active, the others as inactive; i = inactive.

mol	KCNQ2 block	Kir21 block
CC1Cc2cc(/C(O)=C3\C(=O)C(=O)N(CCN(C)C)C3c3ccccc3F)ccc2O1 (stereo unspecified)	i	1.6
O=C(COC(=O)c1cncc(Br)c1)NC1CC1	i	-0.01
CC1C/C(=C/c2cccs2)C(=O)/C(=C/c2cccs2)C1 (stereo unspecified)	i	-0.07
CCOC(=O)C/C(C)=N/NC(=O)CNc1cccc(Cl)c1C	i	0.05
O=C(NC1CCCC1)C(c1cccnc1)N(C(=O)c1ccco1)c1cccc(F)c1 (stereo unspecified)	i	0.04
CCNC(=O)CSc1nc(-c2ccc(F)cc2)cs1	i	-0.05
Cc1ccccc1C(=O)N=c1c(C#N)cc2c(=O)n3cccc(C)c3nc2n1Cc1ccco1	i	-0.19
CC(C)Nc1ncnc2c1cnn2Cc1ccc(Cl)cc1	i	0.08
C/C(CC(=O)Nc1ccc(F)cc1F)=N\NC(=O)C(=O)N1CCCCC1	i	-0.16
CC1CCCCC1NC(=O)CNC(=O)c1ccco1 (stereo unspecified)	i	0.06
Cc1nnc(SC(C)C(=O)Nc2ccc(S(=O)(=O)NC3CCCCC3)cc2)s1 (stereo unspecified)	i	1.2
O=C(Cc1ccc(S(=O)(=O)N2CCOCC2)s1)N1CCN(c2cccc(C(F)(F)F)c2)CC1	i	2.9
CCn1c(SCC(=O)N/N=C(\C)c2ccco2)nnc1-c1ccccc1	i	-0.07
CCCCNC(=S)NNC(=O)C1=NN(c2cc(C)ccc2C)C(=O)CC1	i	0.97
Cc1ccc(N2C(=O)N3[C@H](c4ccc(Cl)cc4)[C@@H]4C(=O)N(C5CCCCC5)C(=O)[C@@H]4[C@]3(Cc3ccccc3)C2=O)cc1	i	1.7
CC(=O)N1CCc2cc(S(=O)(=O)CCC(=O)O)ccc21	i	0.35
Cn1nccc1C(=O)NC1CCCc2c1cnn2-c1ccc(C(C)(C)C)cc1 (stereo unspecified)	i	1.1
CC1=C(C(=O)OC(C)C)C(c2ccc(N(C)C)cc2)C2=C(CC(C)(C)CC2=O)N1 (stereo unspecified)	i	1.2
Cc1c(CC(=O)NCCC(C)C)c(=O)oc2cc3c(cc12)CCC(C)(C)O3	i	-0.75
CCCn1nnc(NC(=O)c2cc(Br)ccc2OC)n1	i	-0.47
CCN(CC(=O)NCCc1ccc(Cl)cc1)Cc1nc2ccccc2c(=O)[nH]1	i	0.5
CCSC1(SCC)N=C(N)C2(C#N)C(c3ccc(F)cc3)C12C#N (stereo unspecified)	-5.9*	-4.7*
COC(=O)c1c(O)c2ccccc2[nH]c1=O	i	-0.36
CC1(C)CC(=O)C(C=NCCN2CCN(CC(=O)Nc3ccc(Cl)cc3)CC2)=C(O)C1	i	2.5
O=C(c1cc(COc2ccccc2)on1)N1CCCC(OCc2cccnc2)C1 (stereo unspecified)	i	0.1
O=C(NCC1CCCO1)c1c(O)nc2sccn2c1=O (stereo unspecified)	i	-0.68
Cc1ccc(C)c(N2CCN(C(=O)CCS(=O)(=O)c3cccc4nonc34)CC2)c1	i	1.7
Cc1oc2nc(SCC(=O)NCCCO)nc(N)c2c1C	i	0.14
COc1ccccc1C=NC(CO)C(O)c1ccc([N+](=O)[O-])cc1 (stereo unspecified)	i	0.42
CC1(C)CC(=O)C2=C(C1)Oc1ncn(CCCn3ccnc3)c(=N)c1C2c1ccccc1 (stereo unspecified)	i	0.28
CCC(C)(C)NC(=O)CN(C(=O)CCC(=O)Nc1nccs1)c1cccc(C)c1C	i	-1
COc1ccc(-c2noc3c2-c2nc(-c4c(F)cccc4F)sc2CC3)cc1	i	0.48
Cc1cc(Cl)ccc1OCC(=O)n1cc(C(=O)c2cc(Cl)ccc2O)cn1	i	-0.36
Cn1nc(NC(=O)C2CCC2C(=O)O)c2c(F)cccc21 (stereo unspecified)	i	2.4
O=c1[nH]c2ccc(S(=O)(=O)N3CCCCC3)cc2[nH]1	i	-1
O=C(COC(=O)c1ccc(Cl)cc1O)NCCN1C(=O)CSC1=O	i	0.49
CC(OC(=O)CCCN=C1NS(=O)(=O)c2ccccc21)C(=O)Nc1ccccc1[N+](=O)[O-] (stereo unspecified)	i	0.15
Nc1ccc(N2CCN(c3cccc(Cl)c3)CC2)cc1	i	-0.38
O=C(CC(Sc1n[nH]c(-c2ccccc2)n1)c1ccccc1)NCc1ccccc1 (stereo unspecified)	i	1.1
Cc1cc(N/N=C/c2ccc3c(c2)OCO3)nc2ccccc12	i	-0.65
CCOC(=O)N1CCN(c2c(-c3ccc(C(C)C)cc3)c(=O)c2=O)CC1	i	0.05
COc1ccc(NC(=O)c2cc(C)nc3ccccc23)c(OC)c1	i	-0.79
COc1cc2[nH]c(=O)n(CCC(=O)NCc3cccnc3)c(=O)c2cc1OC	i	1.9
CC1(OC(=O)c2cnc3ccccc3n2)C(=O)C=C2C=C(c3ccc(C#N)cc3)OC=C2C1=O (stereo unspecified)	i	-0.05
Cc1ccc(NC(=O)c2ccc([N+](=O)[O-])o2)cc1S(=O)(=O)N1CCOCC1	i	-0.09
O=C(O)c1ccn(Cn2cnc3ccccc32)n1	i	0.23
O=C(C1CCCN1S(=O)(=O)c1ccc(Cl)cc1)N1CCCCC1 (stereo unspecified)	i	1.3
O=C(c1cc(COc2ccc(F)c(F)c2)on1)N1CCN(C/C=C/c2ccccc2)CC1	i	0.59
Cc1ccc(NC(=O)C(=O)c2c[nH]c3ccccc23)cc1	i	0.3
O=C(c1ccco1)N1CCN(Cc2cccc(F)c2)CC1	i	1
COC(=O)c1ccc(NC(=O)CN(c2ccc(OC)cc2)S(C)(=O)=O)cc1	i	-0.23
Cc1ccc(-c2cc(C(=O)NC3CCN(Cc4ccccc4)CC3)c3ccccc3n2)cc1	i	0
C=CCn1c(SCC(=O)Nc2cccc(C)c2)nnc1-c1cnccn1	i	-0.02
Cc1ccc(N2CCN(S(=O)(=O)c3ccc(-n4cnnn4)cc3)CC2)c(C)c1	i	-0.13
CCC(C)C(=O)Nc1nnc(SCC(=O)Nc2ccccc2F)s1 (stereo unspecified)	i	0.74
COc1ccc(-c2cccc([C@H]3[C@@H]4C=CCC[C@@]4(C)C(=O)N3Cc3ccccc3)c2)cc1	i	-1.2
O=C(CCN1C(=O)c2ccccc2C1=O)N1CCC(c2ccccc2)C1 (stereo unspecified)	i	-0.27
COc1ccc(-c2c[n+](CC(=O)OC3CC(C)CCC3C(C)C)c3n2CCC3)cc1 (stereo unspecified)	i	-5.2*
CN(C)/C=C/C(=O)c1ccccc1OCc1cnc(Cl)s1	i	-3.5
CC(C)c1ccc(CNC(=O)C2CCCN2S(=O)(=O)c2ccccc2)cc1 (stereo unspecified)	i	1.2

Next part
mol	KCNQ2 block	Kir21 block
O=C(CCC(=O)N1CCSc2ccccc21)NCc1cccc(Br)c1	i	-2.7
Cc1nc(CC(=O)N2CCN(c3cccc(C)c3C)CC2)cs1	i	-1.7
COc1cc(C(c2c(C)[nH][nH]c2=O)c2c(C)[nH][nH]c2=O)cc(Cl)c1O	i	-1.6
CCCn1c2ccccc2c2cn[nH]c(=O)c21	i	-1.3
Cc1ccc(C)c(C(=O)c2ccccc2NC(=O)c2ccccn2)c1	i	2.5
Cc1ccc(C(=O)COC(=O)c2cc(=O)[nH]c3ccccc23)cc1	i	0.46
COc1ccc(OC)c(NC(=O)CSc2ccc(-c3cccnc3)nn2)c1	i	-1.2
CC(=O)c1ccc(N(CC(=O)NC2CCCC2)C(=O)c2ccc(C)s2)cc1	i	-1.1
CCCCCOc1ccc(NC(=O)C(=O)NCC2CCCN2CC)cc1 (stereo unspecified)	i	2.1
Cc1cc(C(=O)N2CCCC2)n[nH]1	i	0.08
Cc1ccc(NS(=O)(=O)c2ccc(-c3cnc(C4CC4)o3)cc2)c(C)c1	-5.7*	0.68
COC(=O)c1ccc(NC(=O)CSc2nnc(COc3c(C)cccc3C)o2)cc1	i	0.85
CC(=O)c1sc(NC(=O)CN2C(=O)CCC2=O)nc1C	i	0.12
O=C(CCC(=O)Nc1cccc([N+](=O)[O-])c1)N/N=C/c1cccs1	i	1.5
COc1cc(C(=O)N=c2sc3ccccc3n2C)cc(OC)c1OC	i	1.2

6 entries drawn at random from the list so far, as already listed:
mol	KCNQ2 block	Kir21 block
CCC(C)C(=O)Nc1nnc(SCC(=O)Nc2ccccc2F)s1 (stereo unspecified)	i	0.74
CCN(CC(=O)NCCc1ccc(Cl)cc1)Cc1nc2ccccc2c(=O)[nH]1	i	0.5
O=C(CCC(=O)N1CCSc2ccccc21)NCc1cccc(Br)c1	i	-2.7
CC(OC(=O)CCCN=C1NS(=O)(=O)c2ccccc21)C(=O)Nc1ccccc1[N+](=O)[O-] (stereo unspecified)	i	0.15
Cn1nc(NC(=O)C2CCC2C(=O)O)c2c(F)cccc21 (stereo unspecified)	i	2.4
CCCCCOc1ccc(NC(=O)C(=O)NCC2CCCN2CC)cc1 (stereo unspecified)	i	2.1

Other records
mol	KCNQ2 block	Kir21 block
CCSc1cc(N2CCOCC2)nc(-c2ccccc2)n1	i	1.1
Cc1ccc(OCCn2ccc(=O)[nH]c2=O)cc1C	i	2.6
CC(C)(C)C(=O)N1CCN(C(c2ccccc2)c2ccccc2)CC1	i	0.93
C=C(Cl)COc1cc(C)cc2oc(=O)cc(CC)c12	i	1.7
CC1CC(=O)Nc2ccccc2N1C(=O)Nc1ccc(F)cc1 (stereo unspecified)	i	0.02
CC(C)N(Cc1nccn1C)C(=O)c1cc(COc2ccc3ncccc3c2)on1	i	-1.1
CCOC(=O)c1c(C)nc2sc3c(=O)n(-c4ccc(C(C)=O)cc4)nnc3c2c1-c1ccc(OC)cc1	i	-0.21
CC(C)OC(=O)CSc1nc2cc3c(cc2cc1C#N)OCO3	i	-1.8
CNS(=O)(=O)c1cn(CC(=O)NCc2ccc(F)cc2)cc1S(=O)(=O)NC	i	-0.64
Cc1nc(-c2ccc(F)cc2)c(CC(=O)Nc2ccc(C)c(S(=O)(=O)N3CCOCC3)c2)s1	i	-3.8
O=C(Nc1ncccn1)c1ccc([N+](=O)[O-])o1	i	-0.12
CCN(CC)CCCNC(=O)c1cc(-c2ccc(Cl)c(Cl)c2)on1	i	-2
Cc1nnc(-c2ccc(N3CCCCCC3)c([N+](=O)[O-])c2)o1	i	-0.14
Cc1cc2c(c(=O)n1CCCn1ccnc1)C(c1ccco1)C(C#N)=C(N)O2 (stereo unspecified)	i	-2.7
Cc1sc2ncnc(Sc3ccccc3C(=O)Nc3ccc(C#N)cc3)c2c1C	i	1.2
O=C(Cc1ccccc1)N1CCc2ccccc21	i	0.17
c1ccc(-n2nnnc2Oc2cccc3cccnc23)cc1	i	0.32
CCOc1ccc(NC(=O)C2=C(C)C(=O)OC23CCC(C)CC3)cc1 (stereo unspecified)	i	0.74
O=C(Oc1cccc(/C=N/Nc2nc(N3CCOCC3)nc(N3CCOCC3)n2)c1)c1ccco1	i	0.82
CCOC(=O)[C@@H]1[C@H]2COc3cc(OC)ccc3[C@@H]2N2C(=O)N(c3ccc(Cl)cc3)C(=O)[C@@]12C	i	1.1
COC(=O)c1ccccc1NC(=O)Nc1nnc(N2CCCCC2C)s1 (stereo unspecified)	i	0.03
O=C(/C=C/c1ccccc1)Nc1ccc(Br)cn1	i	2.4
CN(CC(=O)Nc1ccncc1)S(=O)(=O)c1ccccc1	i	0.81
CS(=O)(=O)N1CCN(c2ccccc2NC(=O)c2cc3ccccc3o2)CC1	i	0.31
O=C(c1cnn2cccnc12)N1CCN(Cc2ccc3c(c2)OCO3)CC1	i	-0.33
CCCn1c(=O)c2ccccc2n2c(SCC(=O)/C(C#N)=C(\C)N)nnc12	i	1.2
CC(=O)c1ccc(COC(=O)Cc2ccc([N+](=O)[O-])cc2)cc1	i	-0.29
COc1ccccc1C(OC(=O)c1cccs1)C(=O)NCc1ccco1 (stereo unspecified)	i	-0.2
COCCNc1nc2ccccc2n1CC(=O)c1ccc(OC)c(OC)c1	i	0.59
O=C(NCc1ccc(F)cc1)c1cc2n(n1)C(C(F)(F)F)CC(C1CC1)N2 (stereo unspecified)	i	1.2
C=CCN1C(=O)c2ccc(C(=O)N(C)CC(=O)Nc3c(C)cccc3C)cc2C1=O	i	-6.7e-16
COc1ccc(C(=O)N2c3ccccc3C=CC2C#N)cc1 (stereo unspecified)	i	-0.06
O=C(CCn1cnc2ccccc2c1=O)Nc1ccc(Cl)c(Cl)c1	i	-0.64
Cc1cc(Cl)ccc1NC(=S)N1CCN(Cc2ccc3c(c2)OCO3)CC1	i	-2.3
Cc1ccc(Cl)cc1NC(=O)CCn1cccc1	i	-0.59
O=C(O)c1ccc(CNCc2c(Cl)cccc2Cl)cc1	i	-0.21
CN(C(=O)C1CC1)C1CCS(=O)(=O)C1 (stereo unspecified)	i	0.63
O=C(c1ccc(F)cc1)c1cc2ccc(O)cc2oc1=O	i	-0.51

A few values from the list:
Cc1cc(Cl)ccc1NC(=S)N1CCN(Cc2ccc3c(c2)OCO3)CC1 in Kir21 block → -2.3
C=CCN1C(=O)c2ccc(C(=O)N(C)CC(=O)Nc3c(C)cccc3C)cc2C1=O in Kir21 block → -6.7e-16
O=C(O)c1ccc(CNCc2c(Cl)cccc2Cl)cc1 in Kir21 block → -0.21
